Screens: PubChem, National Center for Advancing Translational Sciences (NCATS)
BAZ2B block – inhibitors of human BAZ2B bromodomain | AlphaScreen BAZ2B-H3K14Ac peptide displacement | Potency, µM (titrated, usually from 114 µM), for the others: at the top dose activity change, negative = inhibition, actives largely listed as inhibitors | 4.4% of 360,000 active; further: on the % scale 0 is the no-effect control and ±100 the full control effect; nearly all actives have a fitted effect of over 60% in size
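AlphaScreen displacement of biotin-H3(5-23)K14Ac peptide (50 nM final) from BAZ2B (50 nM final) in PBS pH 7.4, 0.01% Tween-20; complex preformed 30 min RT, then compounds (top 110 uM) 30 min RT, beads 20 min dark.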
JMJD2A Tudor inh – JMJD2A Tudor domain (human) inhibition; 4.4% of 390,000 active; Potency, µM (series often up to 114 µM), inactives show at the highest dose activity change, negative = inhibition, usual class: inhibitors; AlphaScreen JMJD2A-Tudor / H3K4me3 peptide binding; O75164; further: on the % scale 0 is the no-effect control and ±100 the full control effect; nearly all actives have a fitted effect of over 50% in size
POLB inh – inhibitors of human DNA polymerase beta; P06746; Pol beta primer extension/strand displacement, fluorescence kinetic; Potency, µM (series often up to 114 µM), for the others: at the highest dose activity change, negative = inhibition, usual class: inhibitors; 1.3% of 340,000 active; AID 485314; further: on the % scale 0 is the no-effect control and ±100 the full control effect
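Curves were derived by four-parameter Hill fits of normalized qHTS data. The kinetic fluorescent primer-extension read was taken at 0 and 10 min after 50 nM substrate, following a 15 min room-temperature preincubation of 10 nM enzyme with compounds.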
APEX1 inh – APE1 (human) endonuclease inhibition | recombinant APE1, TAMRA/BHQ-2 abasic DNA cleavage fluorescence | Potency, µM (titrated, usually from 65.8 µM), for the others: at the highest dose activity change, negative = inhibition, hits mostly inhibitors | 0.35% of 350,000 active | AID 2517;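 further: plate controls were vehicle for no effect and reference inhibitor for full effect; nearly all actives have a fitted effect of over 55% in size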
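Readout is kinetic fluorescence (ex 525, em 598 nm) from cleavage of 50 nM TAMRA/BHQ-2 THF abasic duplex by 0.75 nM APE1, compound added 15 min beforehand at RT.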
G9a block – inhibitors of human histone lysine methyltransferase G9a; Potency, µM (doses to about 102 µM), for the others: at the top dose activity, negative = inhibition, usual class: inhibitors; G9a H3K9 monomethylation, AlphaScreen, 2 h; Q96KQ7; 8.8% of 350,000 active; further: on the % scale 0 is the no-effect control and ±100 the full control effect; nearly all actives have a fitted effect of over 75% in size
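G9a (20 nM) was preincubated 15 min with compound, then reacted 2 h at room temperature with 500 nM biotin-H3K9 peptide and 20 µM SAM. Monomethyl-H3K9 detected by AlphaScreen using anti-H3K9me1 antibody.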
Pol eta inh – blocks human DNA polymerase eta activity | Q9Y253 | recombinant Pol eta, fluorescent DNA replication assay | Potency, µM (top dose mostly 114 µM), for the others: top-dose activity change, negative = inhibition, usual class: inhibitors | 1.2% of 390,000 active | AID 588591; further: on the % scale 0 is the no-effect control and ±100 the full control effect
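Pol eta at 10 nM preincubated with compounds 15 min at room temperature; reaction started with fluorescent substrate (50 nM final) and read kinetically at 0 and 10 min.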
Pol iota inh – blocks human DNA polymerase iota activity. Q9UNA4. Pol iota fluorescent replication assay, 10 min. Potency, µM (doses to about 115 µM), without a hit: at the top dose activity, negative = inhibition, most hits filed as inhibitors. 1% of 390,000 active
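Fluorescent replication assay read twice, at 0 min and 10 min after adding 50 nM (final) substrate. Enzyme (10 nM) and compounds were first incubated 15 min at room temperature; enzyme-free buffer wells were negative controls.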
BLM inh – Bloom syndrome helicase (human) inhibition | recombinant BLM DNA unwinding, fluorescence dequenching | Potency, µM (series often up to 56.1 µM), without a hit: top-dose activity change, negative = inhibition, hits mostly inhibitors | 0.2% of 350,000 active | AID 2528;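 further: plate controls were vehicle for no effect and no enzyme for full effect; nearly all actives have a fitted effect of over 35% in size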
Target sequence (P54132 whole entry, looked up): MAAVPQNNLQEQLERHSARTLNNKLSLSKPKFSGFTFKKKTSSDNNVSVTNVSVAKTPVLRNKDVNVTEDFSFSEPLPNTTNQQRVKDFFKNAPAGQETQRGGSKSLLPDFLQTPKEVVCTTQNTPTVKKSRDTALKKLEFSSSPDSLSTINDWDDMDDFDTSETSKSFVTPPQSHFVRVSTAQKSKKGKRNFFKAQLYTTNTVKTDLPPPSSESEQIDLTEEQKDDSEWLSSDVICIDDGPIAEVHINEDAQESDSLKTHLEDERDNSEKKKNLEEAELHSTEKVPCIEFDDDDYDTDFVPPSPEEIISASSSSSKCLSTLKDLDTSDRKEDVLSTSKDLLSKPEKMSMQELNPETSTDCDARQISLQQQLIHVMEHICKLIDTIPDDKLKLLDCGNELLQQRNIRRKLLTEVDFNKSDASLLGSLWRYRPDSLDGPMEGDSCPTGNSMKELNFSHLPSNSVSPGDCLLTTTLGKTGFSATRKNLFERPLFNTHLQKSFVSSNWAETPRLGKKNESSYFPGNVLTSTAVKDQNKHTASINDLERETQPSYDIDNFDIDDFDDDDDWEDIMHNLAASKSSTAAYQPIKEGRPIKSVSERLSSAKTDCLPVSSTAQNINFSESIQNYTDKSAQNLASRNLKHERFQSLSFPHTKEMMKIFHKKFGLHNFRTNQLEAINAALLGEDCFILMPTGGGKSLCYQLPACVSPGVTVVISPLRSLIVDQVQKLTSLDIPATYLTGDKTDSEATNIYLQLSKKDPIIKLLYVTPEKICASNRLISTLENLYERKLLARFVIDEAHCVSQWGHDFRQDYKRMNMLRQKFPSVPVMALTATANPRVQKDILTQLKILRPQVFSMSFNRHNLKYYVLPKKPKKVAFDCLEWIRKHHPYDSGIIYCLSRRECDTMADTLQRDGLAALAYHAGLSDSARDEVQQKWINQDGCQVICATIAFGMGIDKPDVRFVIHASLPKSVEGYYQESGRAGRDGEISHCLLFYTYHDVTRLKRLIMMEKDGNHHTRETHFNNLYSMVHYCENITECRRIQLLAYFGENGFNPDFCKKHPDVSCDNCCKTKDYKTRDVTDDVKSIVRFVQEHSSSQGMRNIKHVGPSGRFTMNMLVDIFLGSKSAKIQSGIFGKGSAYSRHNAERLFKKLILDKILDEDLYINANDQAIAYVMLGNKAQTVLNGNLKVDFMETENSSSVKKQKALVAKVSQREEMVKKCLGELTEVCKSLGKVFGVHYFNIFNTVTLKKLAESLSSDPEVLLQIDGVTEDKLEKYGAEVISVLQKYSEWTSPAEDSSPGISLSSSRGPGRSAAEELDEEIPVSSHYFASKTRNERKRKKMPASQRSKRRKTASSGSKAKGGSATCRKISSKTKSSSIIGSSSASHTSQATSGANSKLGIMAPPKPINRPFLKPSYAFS
Pol kappa inh – inhibitors of human DNA polymerase kappa; Q9UBT6; Potency, µM (titrated, usually from 107 µM), without a hit: at the top dose activity, negative = inhibition, actives largely listed as inhibitors; purified Pol kappa, fluorescent DNA synthesis assay, 10 min; 0.53% of 400,000 active; further: on the % scale 0 is the no-effect control and ±100 the full control effect
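10 nM Pol kappa was preincubated with compounds for 15 min at room temperature. Reaction started with 50 nM (final) substrate. Fluorescence read kinetically at 0 and 10 min.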
Numbers without * were called inactive; & = joins results of further samples; [ ] = another dose, or the depositor's remark. The call rests on the fitted dose curve; in most records, active means well fitted curve in the direction sought with a large enough effect; inconclusive means small, poorly fitted or top-dose-only effect, or another doubt; inactive means no such curve, though single readings can be large; an effect the other way counts as inactive or inconclusive. Potency means the concentration at half of the fitted maximal effect. Some of the compounds tested; the hit share may differ from the screen's.

Screening CC1=C(C(=O)OC2CCCCCCC2)C(c2cc3c(cc2Br)OCO3)CC(=O)N1 (stereo not given) returned BAZ2B block inconclusive, JMJD2A Tudor inh -33%, POLB inh 1%, APEX1 inh 0%, G9a block -1%[59 µM], Pol eta inh -21%, Pol iota inh 3%, BLM inh -14% and Pol kappa inh -12%.
O=C(CC1C(=O)NCCN1Cc1c(F)cccc1Cl)NCCCN1CCCC1=O (stereo not given) was read as BAZ2B block 0%, JMJD2A Tudor inh -14%, POLB inh 18%, APEX1 inh -7%, G9a block inconclusive, Pol eta inh -17%, Pol iota inh 11%, BLM inh -5% and Pol kappa inh 1%.
Screening O=C(O)CSC(=S)N1CCCCC1 returned BAZ2B block 8%, JMJD2A Tudor inh -34%, POLB inh 44%, APEX1 inh 27%, G9a block 16%[59 µM], Pol eta inh -1%, Pol iota inh 7%, BLM inh -1% and Pol kappa inh -9%.
`COCc1ccc(CN2CCCC(C(=O)Nc3ccc(-c4cccc(OC)c4)cc3)C2)o1` (stereo not given) gave BAZ2B block inconclusive, JMJD2A Tudor inh -34%, POLB inh inconclusive, APEX1 inh 4%, G9a block inconclusive, Pol eta inh -24%, Pol iota inh -16%, BLM inh -7% and Pol kappa inh -3%.
`Cc1cc(C)cc(OCC(=O)OCC(=O)NC2CCCCCCC2)c1` gave BAZ2B block 13%, JMJD2A Tudor inh 4%, APEX1 inh 3%, G9a block 1%, Pol eta inh inconclusive, Pol iota inh 29% and Pol kappa inh -7%.
Screening CCc1ccc(/C=N/n2c(C)cc(C)c(C#N)c2=O)cc1 returned BAZ2B block -30%, JMJD2A Tudor inh -6%, POLB inh 20%, APEX1 inh 2%, G9a block -8%[59 µM], Pol eta inh -12%, Pol iota inh 10%, BLM inh -3% and Pol kappa inh 2%.
For O=C(O)/C=C\C(=O)Nc1ccccc1N1CCN(c2ccccc2)CC1 the results were BAZ2B block inconclusive, JMJD2A Tudor inh -21%, POLB inh inconclusive, APEX1 inh -7%, G9a block 45µM*, Pol eta inh 0%, Pol iota inh 0%, BLM inh -3% and Pol kappa inh -5%.
`CSc1nc2ccc(NC(=O)c3ccc(F)c(F)c3)cc2s1` gave BAZ2B block -4%, JMJD2A Tudor inh -1%, POLB inh 3%, APEX1 inh inconclusive, G9a block 9%, Pol eta inh -9%, Pol iota inh 36%[activator], BLM inh -6% and Pol kappa inh -12%.
CCOc1ccc(N2C(=O)NC(Cc3c[nH]c4ccccc34)C2=O)cc1 (stereo not given) was read as BAZ2B block 0%, JMJD2A Tudor inh 2%, POLB inh -11%, APEX1 inh 5%, G9a block 1%[12.7 µM], Pol eta inh -25%, Pol iota inh 5%, BLM inh -3% and Pol kappa inh -11%.
Cc1cn2c(=O)cc(COc3cccc(NC(=O)c4ccccc4Cl)c3)nc2s1 was read as BAZ2B block -19%, JMJD2A Tudor inh -10%, POLB inh 3%, G9a block -17%[59 µM], Pol eta inh -5%, Pol iota inh -4%, BLM inh -4% and Pol kappa inh -16%.
For COC(=O)CCCCCCCC(=O)Nc1nnc(C(F)(F)F)s1 the results were BAZ2B block -2%, JMJD2A Tudor inh -3%, POLB inh 0%, APEX1 inh 9%, G9a block 0%, Pol eta inh -2%, Pol iota inh 143%[activator], BLM inh 1% and Pol kappa inh -2%.
`COc1ccc(/C(C)=N/OCC(=O)Nc2nc3ccccc3s2)cc1OC` gave BAZ2B block inconclusive, JMJD2A Tudor inh -35%, POLB inh -12%, APEX1 inh 17%, G9a block 50µM*, Pol eta inh -16%, Pol iota inh 20%, BLM inh -4% and Pol kappa inh -5%.
`Cc1ccc2nc(CCc3nc4ccc(C)cc4o3)oc2c1` gave JMJD2A Tudor inh inconclusive, POLB inh -2%, APEX1 inh -2%, G9a block -2%[59 µM], Pol eta inh -2%, Pol iota inh 11%, BLM inh -1% and Pol kappa inh -6%.
`CC(C)c1ccccc1NC(=S)NC(=O)C1CCCCC1` gave JMJD2A Tudor inh 2%, APEX1 inh -11%, Pol eta inh -30%, Pol iota inh 0% and Pol kappa inh -4%.
Screening CCCc1nn2c(=O)c(C(c3cccc(Cl)c3)c3c(O)nc4sc(CCC)nn4c3=O)c(O)nc2s1 returned BAZ2B block 6%, JMJD2A Tudor inh 12%, POLB inh -1%, APEX1 inh 11%, Pol eta inh inconclusive, Pol iota inh inconclusive, BLM inh -3% and Pol kappa inh -26%.

Next part, overlapping the part above by two compounds.
`CC(C)c1ccccc1NC(=S)NC(=O)C1CCCCC1` gave JMJD2A Tudor inh 2%, APEX1 inh -11%, Pol eta inh -30%, Pol iota inh 0% and Pol kappa inh -4%.
Screening CCCc1nn2c(=O)c(C(c3cccc(Cl)c3)c3c(O)nc4sc(CCC)nn4c3=O)c(O)nc2s1 returned BAZ2B block 6%, JMJD2A Tudor inh 12%, POLB inh -1%, APEX1 inh 11%, Pol eta inh inconclusive, Pol iota inh inconclusive, BLM inh -3% and Pol kappa inh -26%.
For CCc1ccc2nc(SCC(=O)Nc3nnc(C)s3)c(C)cc2c1 the results were BAZ2B block 2%, JMJD2A Tudor inh -7%, POLB inh 3%, APEX1 inh -3%, G9a block 10%, Pol eta inh 6%, Pol iota inh -10%, BLM inh -2% and Pol kappa inh -12%.
COc1ccc(OCc2cc(C(=O)N3CCC(c4ccccc4)CC3)no2)c(Cl)c1 was read as BAZ2B block 4%, JMJD2A Tudor inh 10%, POLB inh 5%, APEX1 inh -21%, G9a block 5%[12.7 µM], Pol eta inh -14%, Pol iota inh 6%, BLM inh -14% and Pol kappa inh -17%.
For COc1ccc2nc(NS(=O)(=O)c3ccc(C)cc3)c(Nc3cc(Cl)ccc3OC)nc2c1 the results were BAZ2B block 11%, JMJD2A Tudor inh -2%, POLB inh -13%, G9a block -14%[59 µM], Pol eta inh inconclusive, Pol iota inh 16%, BLM inh -6% and Pol kappa inh -10%.
For CC(=O)NC(c1cc(F)c2cccnc2c1O)C1CC1 (stereo not given) the results were BAZ2B block 50µM*, JMJD2A Tudor inh 79µM*, APEX1 inh 5%&20%, G9a block inconclusive, Pol eta inh -3%, Pol iota inh inconclusive and Pol kappa inh 2%.
For CC(=O)N[C@H]1[C@H](OC2CCCCC2)O[C@H](COC(C)=O)[C@@H](OC(C)=O)[C@@H]1OC(C)=O the results were BAZ2B block 5%, JMJD2A Tudor inh -10%, POLB inh 44%, APEX1 inh -14%, G9a block -9%[2.33 µM], Pol eta inh -22%, Pol iota inh 30%[activator], BLM inh 0% and Pol kappa inh 6%.
For CCOc1nc2cnccc2n(CC(=O)Nc2c(F)c(F)cc(F)c2F)c1=O the results were BAZ2B block -13%, JMJD2A Tudor inh 4%, POLB inh -3%, APEX1 inh 56%, G9a block 69%[activator], Pol eta inh -3%, Pol iota inh -7%, BLM inh 1% and Pol kappa inh 6%.
Screening COc1cc2nc(C3CCC3)n(N)c(=O)c2cc1OC returned BAZ2B block -4%, JMJD2A Tudor inh 0%, POLB inh 32%, APEX1 inh 18%, G9a block 57%[activator], Pol eta inh -4%, Pol iota inh 3%, BLM inh 2% and Pol kappa inh 10%.
Screening O=C(CCNC(=O)c1ccccc1)OCC(=O)c1ccccc1 returned BAZ2B block -6%, JMJD2A Tudor inh inconclusive, POLB inh 12%, APEX1 inh inconclusive, G9a block 6%, Pol eta inh -15%, Pol iota inh 58%[activator], BLM inh 0% and Pol kappa inh -9%.
`COc1cc(NC(=O)CSc2nnc3c(C)cc4cc(C)cc(C)c4n23)c(C(=O)O)cc1OC` gave BAZ2B block -16%, JMJD2A Tudor inh -11%, POLB inh 0%, APEX1 inh 11%, Pol eta inh 3%, Pol iota inh -12%, BLM inh 0% and Pol kappa inh -2%.
Screening CC1CCCN(C(=O)COC(=O)c2cc(-c3cccs3)nn2-c2ccccc2)C1 (stereo not given) returned BAZ2B block 13%, JMJD2A Tudor inh -21%, APEX1 inh -2%, G9a block inconclusive, Pol eta inh -3%, Pol iota inh 13% and Pol kappa inh -10%.
`COc1ccccc1OCCCn1c(=O)oc2ccc(C)cc21` gave BAZ2B block 4%, JMJD2A Tudor inh -3%, POLB inh -3%, APEX1 inh -1%, G9a block 0%, Pol eta inh 0%, Pol iota inh 4%, BLM inh 2% and Pol kappa inh -15%.
For COc1cc(C(=O)OCC(=O)NC(C)CCc2ccccc2)cc(OC)c1OC (stereo not given) the results were BAZ2B block 3%, JMJD2A Tudor inh -15%, POLB inh 27%, APEX1 inh 16%, G9a block 22%, Pol eta inh -10%, Pol iota inh 6%, BLM inh 0% and Pol kappa inh 3%.
`Cn1c(=O)[nH]c(Nc2ccc(F)cc2)c([N+](=O)[O-])c1=O` gave BAZ2B block 0%, JMJD2A Tudor inh inconclusive, POLB inh 37%, APEX1 inh 3%, G9a block 22%[59 µM], Pol eta inh -15%, Pol iota inh 15%, BLM inh 4% and Pol kappa inh -6%.
For CCOC(=O)CN1C(=O)/C(=C/c2ccccc2Br)Oc2ccccc21 the results were BAZ2B block 5%, JMJD2A Tudor inh 7%, POLB inh 99%, APEX1 inh -14%, G9a block 17%, Pol eta inh -4%, Pol iota inh 2%, BLM inh -4% and Pol kappa inh -1%.
`COc1cc(S(=O)(=O)Nc2cccc3cn[nH]c23)c(OC)cc1Cl` gave BAZ2B block -11%, JMJD2A Tudor inh -31%, POLB inh 46%, APEX1 inh -4%, Pol eta inh -17%, Pol iota inh 26%, BLM inh 1% and Pol kappa inh -4%.
Screening COc1cccc(OC)c1OCCCOc1ccc([N+](=O)[O-])cc1Cl returned BAZ2B block -2%, JMJD2A Tudor inh 9%, POLB inh 2%, APEX1 inh -1%, G9a block 19%[59 µM], Pol eta inh -27%, Pol iota inh -1%, BLM inh -5% and Pol kappa inh -9%.
For CCN(CC)C(=O)OCc1c(-c2cccc(OC)c2)ncc2ccccc12 the results were BAZ2B block -1%, JMJD2A Tudor inh -15%, APEX1 inh -15%, G9a block -1%[0.501 µM], Pol eta inh -9%, Pol iota inh -18% and Pol kappa inh -16%.
`Cc1nc(=O)c(-c2ccccc2)c(C)n1-c1cccc(C(=O)O)c1` gave BAZ2B block 9%, JMJD2A Tudor inh -11%[11.4 µM], POLB inh 26%, APEX1 inh 1%, G9a block -17%, Pol eta inh 6%, Pol iota inh 2%, BLM inh 0% and Pol kappa inh -5%.
